# SENP6 inh: inhibitors of human SENP6 protease; Q9GZR1; Recombinant SENP6 catalytic domain, aminoluciferin luminescence; inhibition, % at 10 µM; 1.8% of 330,000 active; AID 2599;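 active = inhibition above about 50% at the single tested dose, limit read from the data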;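 also: plate controls were DMSO wells with enzyme for no effect and DMSO wells lacking enzyme for full effect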
# Target sequence (Q9GZR1 628-1112 limits assumed): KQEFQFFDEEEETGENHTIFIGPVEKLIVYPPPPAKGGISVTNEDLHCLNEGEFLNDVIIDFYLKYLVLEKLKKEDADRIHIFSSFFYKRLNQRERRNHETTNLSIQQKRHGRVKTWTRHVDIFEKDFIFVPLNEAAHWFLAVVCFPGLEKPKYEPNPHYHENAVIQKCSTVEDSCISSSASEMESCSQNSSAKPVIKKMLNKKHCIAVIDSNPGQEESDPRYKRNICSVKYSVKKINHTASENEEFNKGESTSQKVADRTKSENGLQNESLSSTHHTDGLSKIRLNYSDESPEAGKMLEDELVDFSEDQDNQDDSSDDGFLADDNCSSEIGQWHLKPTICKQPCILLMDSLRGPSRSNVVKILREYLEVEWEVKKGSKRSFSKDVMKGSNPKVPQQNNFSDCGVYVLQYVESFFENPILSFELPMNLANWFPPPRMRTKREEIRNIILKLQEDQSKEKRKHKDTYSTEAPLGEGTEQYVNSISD
# A3G deaminase: APOBEC3G (human) deaminase inhibition. 0.28% of 330,000 active. inhibition, % at 20 µM. recombinant A3G, ssDNA deamination FAM/TAMRA fluorescence. Q9HC16;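 active = inhibition of at least 40% at 20 µM, with no more than 30% in the related APOBEC3A deaminase screen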;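 also: plate controls were DMSO wells with A3G for no effect and wells lacking A3G enzyme for full effect; some compounds called inactive have numbers as strong as hits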
# SENP1 inh: SENP1 (human) catalytic domain inhibition; recombinant SENP1 catalytic domain, CyPet-SUMO1-YPet FRET cleavage; inhibition, % at 10 µM; 0.21% of 360,000 active;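 active = inhibition at least 30% at 10 µM, raw YFP signal under a set limit, fluorescence ratio 0.5 to 1.5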;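 also: 0% = enzyme with DMSO and 100% = no enzyme wells; some results filed as inactive read as strong as hits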
# Target sequence (Q9P0U3 419-644 limits assumed): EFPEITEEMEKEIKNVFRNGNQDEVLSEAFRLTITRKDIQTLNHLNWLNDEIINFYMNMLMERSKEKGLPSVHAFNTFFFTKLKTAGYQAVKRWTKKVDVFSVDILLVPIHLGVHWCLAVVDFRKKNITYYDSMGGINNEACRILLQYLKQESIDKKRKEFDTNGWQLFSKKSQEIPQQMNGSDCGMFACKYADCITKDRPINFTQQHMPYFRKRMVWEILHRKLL
#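 material = recombinant human SENP1 catalytic domain, His6-tagged | quantity = 20 pM enzyme | reagent = 25 nM SUMO1 FRET substrate | compound dosing = 10 µM single point, 0.5% DMSO | timing = 50 min enzyme reaction, room temperature, light-protected | detection = FRET, CFP and YFP emission | control set = no-enzyme low, enzyme-DMSO high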
# Apaf1 inhib: blocks human Apaf-1 apoptosome activity | AID 489030 | reconstituted apoptosome caspase-3 activity, DEVD-Rh110 fluorescence | O14727 | inhibition, % at 20 µM | 0.71% of 330,000 active; active = inhibition of at least 40% at 20 µM;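 also: plate controls were DMSO wells for no effect and DEVD-CHO caspase inhibitor wells for full effect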
#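 System: Apoptosome proteins | Medium: Hepes pH 7.5 with detergent and BSA | Also added: Cytochrome c trigger plus (Z-DEVD)2-Rh110 caspase-3 substrate | Incubation: 30 min compound preincubation, 50 min activation, room temperature | Detection: Rhodamine 110 fluorescence at Ex 480/Em 540 nm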
# SENP8 block-1: blocks the human protease SENP8 | Q96LD8 | purified SENP8, Z-RLRGG-aminoluciferin cleavage, luminescence | inhibition, % at 10 µM | 1.2% of 330,000 active | AID 2540; in the data active = inhibition above about 50%
# UBC13 polyUb: inhibitors of human UBC13 polyubiquitin chain formation; TR-FRET; inhibition, % at 20 µM; 0.47% of 330,000 active; AID 485273; in the data active = inhibition above about 45%, passing the limit was not always enough
# Target sequence (P61088 whole entry, looked up): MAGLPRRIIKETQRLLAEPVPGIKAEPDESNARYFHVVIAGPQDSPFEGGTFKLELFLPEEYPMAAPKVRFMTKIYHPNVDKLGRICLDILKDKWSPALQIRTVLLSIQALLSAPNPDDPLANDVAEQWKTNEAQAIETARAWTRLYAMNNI
# SENP8 block-2: inhibitors of human SENP8 protease | Q96LD8 | inhibition, % at 20 µM | 0.64% of 360,000 active | AID 602440 | recombinant SENP8, Nedd8 substrate fluorescence; in the data active = inhibition mostly above about 40%, no sharp cut-off; inactive = mostly below about 27%
# SENP7 inh: SENP7 protease inhibition | AID 434973 | 1.5% of 330,000 active | recombinant SENP7, Z-RLRGG-aminoluciferin luminescence, 40 min | inhibition, % at 5 µM;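 active = inhibition above about 50% at the single test dose, limit read from the data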;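 also: plate controls were DMSO with enzyme for no effect and no enzyme buffer wells for full effect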
# The depositor's hits bear a star; / = no result given.
SMILES,SENP6 inh,A3G deaminase,SENP1 inh,Apaf1 inhib,SENP8 block-1,UBC13 polyUb,SENP8 block-2,SENP7 inh
CSCC(=O)N1CCCC(CO)(Cc2ccccc2C)C1 (stereo unspecified),-33,-4,0,1,3,-1,12,-1
O=C(c1cccc(Cl)c1)N1CCC2(CC1)NCCc1[nH]cnc12,-4,-6,2,-16,3,4,-7,7
COc1cc(CNc2nc(C)c([N+](=O)[O-])c(C)c2C#N)cc(OC)c1,-23,-4,1,20,-8,-4,27,-6
COCCN(C(=O)COC(=O)C12CC3CC(CC(Cl)(C3)C1)C2)c1c(N)n(Cc2ccccc2)c(=O)[nH]c1=O,-2,-9,1,4,-3,2,8,5
C=C1CCN([C@@H](CC(C)C)C(=O)NCc2ccco2)S(=O)(=O)c2ccccc21,-4,-6,-1,2,0,0,-2,-3
O=c1c2ccccc2[nH]c(=S)n1CCCN1CCN(C2CCCCC2)CC1,-26,-7,3,6,-11,7,20,-11
CCC(C)NC(=O)CC1Oc2ccc(C)cc2NC1=O (stereo unspecified),0,-2,1,-3,1,4,4,1
CC1=CC(C)(C)N(C(=O)c2ccc(F)cc2)c2cc3c(cc21)OCO3,-7,-4,5,12,8,-15,36,2
CC1=CCC2C(=O)N(Cc3ccccc3)C(=O)C2C1 (stereo unspecified),9,-7,0,-9,1,7,10,-3
CCn1c(SCC(=O)Nc2ccc(N(C)C)cc2)nnc1-c1ccco1,24,5,-1,2,4,2,12,-1
COc1cc(C(=O)Nc2ccc3c(c2)OCO3)ccc1OCc1c(C)noc1C,-5,-9,0,0,0,3,-4,-2
C[C@@H]1CC2[C@@H]3CC[C@H]4CC(=O)CC[C@]4(C)C3=CC[C@]2(C)[C@@]1(O)C(=O)CO (stereo partly specified),15,1,-1,6,6,-1,16,-3
CC(C)(C)n1ncc2c(=O)n(CC(=O)c3ccccc3)cnc21,-4,-8,0,1,1,1,17,-1
Cn1c(=O)c2cc(S(=O)(=O)NC(Cc3ccccc3)C(=O)NCC3CCCO3)ccc2n(C)c1=O (stereo unspecified),-25,-16,0,3,-13,-4,1,-1
COc1ccccc1C(=O)NCCC(=O)N1CC=C(c2ccccc2)CC1,-3,-5,0,21,-3,1,8,-4
COc1ccccc1CN1CCN(Cc2nc(-c3ccc(C)cc3)oc2C)CC1,9,-7,-8,8,14,6,-23,-2
CCN=C1SCC(=O)N1c1ccc(OC)cc1,-9,-5,0,-2,-6,1,29,2
O=C(NC1=NCCS1)c1cccc(F)c1,-46,-2,2,3,-2,-1,4,-1
CSc1cccc(NC(=O)C2CCCN(c3ncnc4c3nc3n4CCCCC3)C2)c1 (stereo unspecified),5,-5,1,17,-1,26,22,-3
Cc1ccc(NC(=O)/C(=C\c2cccs2)NC(=O)c2ccccc2)cc1,-7,-10,-1,5,-14,-18,19,-12
COc1ccc(CNC(=O)C2CCN(S(=O)(=O)N3CCC4(CC3)OCCO4)CC2)c(OC)c1,-4,-5,1,-7,-7,-8,20,-8
Cc1ccnc(S(=O)(=O)Cc2ccc([N+](=O)[O-])cc2)n1,-12,-8,1,10,-8,4,9,-3
COc1cc2c(cc1OC)C(/C(C#N)=N\O)=NC(C)(C)C2,7,-2,1,-13,-9,-22,16,2
O=C(N/N=C/C=C/c1ccccc1)c1n[nH]c2c1CCC2,-27,-9,0,9,-14,-7,13,-4
CCc1cc(CNC(=O)C2CCC(=O)N(CCc3ccc(OC)cc3)C2)on1 (stereo unspecified),-15,-7,0,3,-1,0,0,14
CC(C)(C)c1ccc(-c2nnc(N)s2)cc1,-4,-10,-4,18,-12,-1,-16,-18
COc1ccc2nc(NC(=O)[C@@H]3CCCN3C(=O)c3cccs3)sc2c1,5,-5,1,9,-1,-2,-4,-10
COc1ccc(N(CC(=O)N/N=C/c2cc3ccc(OC)cc3nc2Cl)S(=O)(=O)c2ccccc2)cc1,-7,-1,/,10,2,-12,/,-7
COCCCN1CC(=O)N2Cc3[nH]c4ccccc4c3C[C@H]2C1=O,-28,-5,-23,1,-6,0,16,-1
COc1ccc(N2C(=O)C3C(C2=O)C(C(=O)c2ccccc2)N2CCCC32)cc1 (stereo unspecified),1,5,40*,3,2,1,12,3
C#CCNC(=O)C1=C[C@H](c2coc3ccccc3c2=O)[C@@H](CCCO)[C@H](OCC)O1,-10,-6,0,-2,5,7,8,-1
Cc1ccc(NC(=O)c2sc(N)nc2-c2ccc([N+](=O)[O-])cc2)c(C)c1,-3,-4,6,-17,-7,6,45*,-13
CCN(c1ccccc1)S(=O)(=O)c1ccc(Cl)nc1,-1,-11,0,-30,1,19,21,1
Cc1ccnc(NS(=O)(=O)c2ccc(-n3cccn3)cc2)c1,-2,12,2,7,-7,-12,-236,3
Cc1ccc(-c2nnc(SCC(=O)N3CCN(c4ccccc4)CC3)o2)cc1,-3,-4,1,-3,1,-1,14,-11
O=C(N/N=C/c1ccco1)c1cccc([N+](=O)[O-])c1,4,-5,4,-3,-4,-20,24,0
Cc1ccccc1S(=O)(=O)Cc1ccc(C(=O)N2CCN(c3ccccc3F)CC2)o1,9,-6,4,6,1,4,0,-3
O=C(O)C1CCC(N2C(=O)C3CCCCC3C2=O)CC1 (stereo unspecified),-13,-7,0,-5,0,1,8,2
C/C(=N\Nc1cccc(C(=O)O)c1)c1ccc2c(c1)Nc1ccccc1S2,6,18,-47,19,-7,-10,-167,0
COC(=O)c1ccc(NC(=O)Cc2ccc(C)cc2)cc1,-5,-2,2,2,-13,-1,21,-5
COc1ccc(C(=O)NC2CC2)cc1OC1CCN(Cc2ccc(NC(C)=O)cc2)CC1,0,3,1,6,-1,6,8,3
O=C(Nc1nc(-c2cccnc2)cs1)c1cccc([N+](=O)[O-])c1,6,-7,2,-6,-8,-2,4,1
O=C(c1cccc(S(=O)(=O)N2CCOCC2)c1)N1CCN(c2ccccc2)CC1,2,-4,0,0,-1,19,2,0
Cc1ccc(/C=N/Nc2ccc(C(=O)O)cc2)o1,92*,-1,0,1,78*,-9,-4,71*
O=c1c2ccccc2nc(SCc2cn3ccsc3n2)n1-c1ccccc1F,-1,3,2,22,-4,1,21,2
CCCN(CCC)Cc1c(C(=O)OCC)nnn1-c1nonc1N,4,-5,2,6,-4,5,-33,-2
CC(=N/O)/C(=N\O)c1ccc(C)o1,-16,-5,2,34,-3,-11,18,-7
O=c1[nH]c(C2CCCN(S(=O)(=O)c3ccccc3)C2)nc2c1nnn2Cc1cccc(Cl)c1 (stereo unspecified),-21,-18,4,29,1,1,12,2
CCOC(=O)NCc1ccc(S(=O)(=O)Nc2c(C)cccc2C)cc1,6,-2,1,-1,4,-2,4,0
CC(=O)c1cccc(NC(=O)C2CCN(S(=O)(=O)c3ccc(F)cc3)CC2)c1,2,-6,-3,-3,0,6,17,0
N#Cc1nc(N)nc(N(c2ccccc2)c2ccccc2)n1,8,2,-1,4,5,-4,29,-3
COc1ccc(C2CC(c3cccs3)n3nc(N)nc3N2)cc1 (stereo unspecified),-7,-11,-73,4,-16,7,-443,13
Cc1cnc(C(=O)OCC(=O)C23CC4CC(CC(C4)C2)C3)cn1,-2,-3,0,-1,-1,-3,4,2
COc1ccc(CS(=O)(=O)c2nc(C)cc(C)c2S(C)(=O)=O)cc1,1,-3,3,6,-1,-8,9,-4
Cc1ccc(NC(=O)Cn2cnc3ccccc32)cc1C,-18,-5,1,4,-5,5,0,3
CCC(C)[C@H](NC(=O)NCC1CCCO1)C(=O)OC (stereo partly specified),-22,-3,-1,-1,-7,-2,10,-11
C#CCOCCOCCOCCNc1nc(N2CCN(C(=O)[C@H](CCCCN)n3cc([C@@H](N)[C@H](C)CC)nn3)CC2)nc(N2CCN(C(=O)[C@H](CCC(=O)O)n3cc([C@@H](N)CCCCN)nn3)CC2)n1,2,-7,1,47*,5,101*,30,-10
CN(Cc1cccc2cnccc12)C(=O)c1cc(COc2ccc(F)cc2F)on1,-10,-1,0,17,2,2,0,-6
CCn1cnc2sc(C(=O)N3CCN(c4ccc(OC)cc4)CC3)c(C)c2c1=O,-28,-3,2,-1,5,-3,17,4
CCCOc1ccc(-c2nc(C#N)c(N3CCN(C)CC3)o2)cc1,-8,-5,4,7,-3,-2,-479,0
CN(Cc1n[nH]c(=S)n1C)S(=O)(=O)c1ccccc1,9,32,1,-8,3,5,7,8
Cc1nn(-c2ccccc2)c(Cl)c1/C=N/NC(=O)c1ccccc1NS(=O)(=O)c1cccs1,-7,-3,0,15,20,1,-336,-1
CCCCCCCC(=O)C(C)C(=O)N(C)[C@H](Cc1ccc(OC)cc1)C(=O)N(C)[C@H](C(N)=O)C(C)C (stereo partly specified),-19,-7,1,25,-16,-2,4,-15

# Among those listed so far, 12 have a halogen:
SMILES,SENP6 inh,A3G deaminase,SENP1 inh,Apaf1 inhib,SENP8 block-1,UBC13 polyUb,SENP8 block-2,SENP7 inh
O=C(c1cccc(Cl)c1)N1CCC2(CC1)NCCc1[nH]cnc12,-4,-6,2,-16,3,4,-7,7
COCCN(C(=O)COC(=O)C12CC3CC(CC(Cl)(C3)C1)C2)c1c(N)n(Cc2ccccc2)c(=O)[nH]c1=O,-2,-9,1,4,-3,2,8,5
CC1=CC(C)(C)N(C(=O)c2ccc(F)cc2)c2cc3c(cc21)OCO3,-7,-4,5,12,8,-15,36,2
O=C(NC1=NCCS1)c1cccc(F)c1,-46,-2,2,3,-2,-1,4,-1
COc1ccc(N(CC(=O)N/N=C/c2cc3ccc(OC)cc3nc2Cl)S(=O)(=O)c2ccccc2)cc1,-7,-1,/,10,2,-12,/,-7
CCN(c1ccccc1)S(=O)(=O)c1ccc(Cl)nc1,-1,-11,0,-30,1,19,21,1
Cc1ccccc1S(=O)(=O)Cc1ccc(C(=O)N2CCN(c3ccccc3F)CC2)o1,9,-6,4,6,1,4,0,-3
O=c1c2ccccc2nc(SCc2cn3ccsc3n2)n1-c1ccccc1F,-1,3,2,22,-4,1,21,2
O=c1[nH]c(C2CCCN(S(=O)(=O)c3ccccc3)C2)nc2c1nnn2Cc1cccc(Cl)c1 (stereo unspecified),-21,-18,4,29,1,1,12,2
CC(=O)c1cccc(NC(=O)C2CCN(S(=O)(=O)c3ccc(F)cc3)CC2)c1,2,-6,-3,-3,0,6,17,0
CN(Cc1cccc2cnccc12)C(=O)c1cc(COc2ccc(F)cc2F)on1,-10,-1,0,17,2,2,0,-6
Cc1nn(-c2ccccc2)c(Cl)c1/C=N/NC(=O)c1ccccc1NS(=O)(=O)c1cccs1,-7,-3,0,15,20,1,-336,-1

# High-throughput results: PubChem BioAssay, Sanford-Burnham Center for Chemical Genomics
